CatB block – human cathepsin B inhibition. P07858. AID 453. hit rate 0.1% among 63,000. purified cathepsin B, fluorogenic substrate, fluorescence. inhibition, %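 (tested at 10 µM)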; in the data active = inhibition above about 21%;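 note: 0% = enzyme with no compound and 100% = no enzyme blank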
FXIa inh mix – inhibitors of human coagulation factor XIa, pooled mixtures | purified FXIa, fluorogenic substrate | inhibition, % at 5 µM | hit rate 0.19% among 62,000 | AID 680; in the data active = inhibition above about 20%, passing the limit was not always enough;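 note: each value is inhibition by a whole ten-compound pool holding the compound; 0% = enzyme with no mixture and 100% = wells lacking enzyme; strong numbers were not always called active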
E coli RNAP – Escherichia coli RNA polymerase inhibition | hit rate 0.2% among 62,000 | E. coli RNA polymerase, fluorescence transcription assay | inhibition, %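 (tested at 10 µM)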 | P0A8V2; in the data active = inhibition above about 20%;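 note: 0% = enzyme without compound and 100% = no enzyme blank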
Target sequence (P0A8V2 whole entry, looked up): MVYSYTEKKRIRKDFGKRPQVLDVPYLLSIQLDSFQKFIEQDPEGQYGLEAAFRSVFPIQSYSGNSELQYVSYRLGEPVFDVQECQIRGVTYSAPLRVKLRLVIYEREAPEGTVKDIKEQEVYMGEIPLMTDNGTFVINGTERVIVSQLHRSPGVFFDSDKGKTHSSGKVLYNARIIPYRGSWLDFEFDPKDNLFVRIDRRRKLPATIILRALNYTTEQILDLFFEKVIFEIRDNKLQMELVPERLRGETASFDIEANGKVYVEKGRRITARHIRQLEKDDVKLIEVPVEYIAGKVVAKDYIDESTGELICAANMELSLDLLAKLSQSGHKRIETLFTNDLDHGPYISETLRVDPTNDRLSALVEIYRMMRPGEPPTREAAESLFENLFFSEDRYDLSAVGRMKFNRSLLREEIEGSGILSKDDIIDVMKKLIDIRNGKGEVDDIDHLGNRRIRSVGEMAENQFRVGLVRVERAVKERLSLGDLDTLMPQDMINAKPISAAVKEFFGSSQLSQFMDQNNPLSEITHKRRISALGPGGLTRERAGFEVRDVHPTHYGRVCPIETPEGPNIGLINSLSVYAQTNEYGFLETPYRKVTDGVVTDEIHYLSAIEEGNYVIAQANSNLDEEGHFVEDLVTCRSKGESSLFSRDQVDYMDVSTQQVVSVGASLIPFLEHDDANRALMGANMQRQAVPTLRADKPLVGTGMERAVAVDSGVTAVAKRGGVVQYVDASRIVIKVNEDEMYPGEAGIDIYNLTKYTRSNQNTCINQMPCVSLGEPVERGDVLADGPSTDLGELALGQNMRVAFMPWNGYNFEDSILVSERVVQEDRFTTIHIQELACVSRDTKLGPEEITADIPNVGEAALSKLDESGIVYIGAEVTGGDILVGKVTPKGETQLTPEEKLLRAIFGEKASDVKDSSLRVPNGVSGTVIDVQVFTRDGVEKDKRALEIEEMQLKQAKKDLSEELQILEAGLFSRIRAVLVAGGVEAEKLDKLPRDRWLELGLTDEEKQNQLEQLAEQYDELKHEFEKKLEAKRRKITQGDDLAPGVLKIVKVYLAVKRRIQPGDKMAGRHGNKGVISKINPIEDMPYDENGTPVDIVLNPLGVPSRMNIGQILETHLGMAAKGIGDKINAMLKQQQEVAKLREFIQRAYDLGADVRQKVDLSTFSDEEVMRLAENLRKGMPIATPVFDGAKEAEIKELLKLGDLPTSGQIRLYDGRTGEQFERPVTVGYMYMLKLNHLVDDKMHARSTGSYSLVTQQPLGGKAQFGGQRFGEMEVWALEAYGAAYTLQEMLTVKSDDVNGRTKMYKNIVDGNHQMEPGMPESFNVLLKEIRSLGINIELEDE
AP complement – alternative pathway complement inhibition, orthogonal assay; hit rate 0.08% among 62,000; Human serum alternative complement pathway, LPS-coated ELISA, C3 deposition; tested in compound mixtures; inhibition, % at 5 µM; AID 1235;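 active = inhibition above 30% in each of the two pooled mixtures holding the compound, so the lower value exceeds 30%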;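 note: 0% = serum in Mg-EGTA without compound and 100% = EDTA serum blank; some compounds past the cut are filed as inactive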
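Test system – human serum alternative complement pathway, C3 deposition on LPS-coated wells · Buffer or medium – diluted human serum in Mg2+-EGTA GVB++ · Compound dosing – 5 µM each compound, pools of ten, 50 µM per pool · Schedule – 1 h serum-compound exposure at 37 °C · Measured by – Anti-C3 ELISA, OD 450 nm · Read-out basis – percent inhibition of C3 deposition onto LPS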
CatS block – blocks human cathepsin S protease activity; recombinant cathepsin S, AMC dipeptide fluorescence, pooled mixtures; inhibition, %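 (tested at 5 µM per compound within 10-compound mixtures)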; hit rate 0.06% among 62,000; in the data active = inhibition above about 32%, passing the limit was not always enough;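 note: 0% = enzyme without compound and 100% = blank without enzyme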
CatB mixtures – human cathepsin B inhibition by mixtures | P07858 | Purified cathepsin B, AMC dipeptide fluorescence, compound mixtures | inhibition, %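 (ten-compound pools at 5 µM per compound and 50 µM total)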 | hit rate 0.06% among 62,000; in the data active = inhibition above about 22%, passing the limit was not always enough;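 note: 0% = enzyme without compound and 100% = no enzyme blank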
CatG inh – cathepsin G (human) inhibition. inhibition, % at 5 µM (by protocol). hit rate 0.2% among 62,000. AID 581. purified enzyme, AMC-tetrapeptide fluorescence, pooled mixtures;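 active = inhibition above 20% in each of the two mixture wells holding the compound; inactive = inhibition of 20% or less in either well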;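 note: 0% = enzyme control without mixture and 100% = blank lacking enzyme; strong numbers were not always called active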
C1s block – blocks human complement C1s protease activity | P09871 | purified C1s, fluorogenic AMC substrate, pooled mixtures | AID 538 | mean inhibition % of two 10-compound mixtures (stronger effect = higher value), % at 5 µM (by protocol) | hit rate 0.16% among 62,000;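 active = inhibition above 20% in each of the two 10-compound mixture wells holding the compound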;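 note: 0% = enzyme wells lacking compound mixture and 100% = no-enzyme blank wells; some compounds called inactive have numbers as strong as hits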
CatL block – inhibitors of human cathepsin L; hit rate 0.17% among 58,000; inhibition, %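 (tested at 10 µM)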; AID 460; P07711; purified cathepsin L, fluorogenic substrate, fluorescence; in the data active = inhibition above about 45%;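 note: 0% = enzyme with no compound and 100% = no enzyme blank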
The depositor's hits bear a star; . = no result given.

SMILES	CatB block	FXIa inh mix	E coli RNAP	AP complement	CatS block	CatB mixtures	CatG inh	C1s block	CatL block
COc1cccc(-c2nc3n(n2)C(c2ccc4c(c2)OCO4)C(C(N)=O)=C(C)N3)c1 (centres undefined)	-0.4	5.2	2.5	9.9	4.1	1.2	8.0	-1.4	0.8
COc1ccc(NC(=O)CSc2nnc(-c3ccco3)n2C)cc1	-1.5	2.3	1.6	2.0	3.0	-3.0	-1.3	-17.5	.
COC(=O)c1c(-c2ccccc2)csc1NC(=O)c1ccco1	-5.8	4.8	-9.3	-2.4	-3.1	-4.8	0.1	-5.6	-11.2
COc1ccc(C(=O)OCn2nnc3ccccc3c2=O)cc1OC	2.8	6.0	-1.1	7.8	-2.1	2.0	8.3	20.9	-1.1
CC(N=c1ccccn1C(=O)Nc1ccc(Cl)cc1)c1ccco1 (centres undefined)	0.4	1.6	3.1	-8.0	12.6	-3.7	1.4	4.4	3.8
Cc1ccc(NC(=O)CCCCCC2NC(=O)NC2C)cc1 (centres undefined)	1.6	7.7	.	-1.8	-1.8	-2.1	-1.0	3.1	3.3
O=C(CN(Cc1ccccc1F)S(=O)(=O)c1ccc(Cl)cc1)NCCCO	2.6	-0.4	8.2	6.7	5.7	1.0	1.4	4.0	8.9
COc1ccc(NC(=O)C2CCCN(S(=O)(=O)c3cccc4nonc34)C2)c(OC)c1 (centres undefined)	-0.4	0.6	2.1	-3.6	4.0	-6.0	-2.1	3.0	12.1
Cn1cc(C(=O)c2ccc(Cl)cc2)cc1-c1nc2ccccc2n1C	-2.3	-5.5	.	15.2	-18.3	-9.6	-9.9	-51.4	-9.5
COCCNC(=O)CN(c1cc(C(F)(F)F)ccc1Cl)S(C)(=O)=O	-1.7	10.6	-0.1	11.8	0.0	0.4	1.9	4.8	-3.5
N#CC1=C(N)Oc2c(oc(CO)cc2=O)C1c1ccsc1 (centres undefined)	5.7	10.5	4.5	12.0	-3.1	1.4	7.1	-0.4	-4.2
CC(=O)N1CCC(O)(c2cccc(C(F)(F)F)c2)CC1	3.7	5.5	10.2	-6.1	-2.6	3.4	10.2	13.0	13.2
C[C@H](CCC(=O)O)[C@H]1CC[C@H]2[C@@H]3C(=O)C[C@@H]4CC(=O)CC[C@]4(C)[C@H]3CC(=O)[C@]12C	2.9	6.5	7.2	16.0	-3.3	3.5	13.8	11.4	-12.2
CCNc1nc(N2CCOCC2)nc(N(c2ccccc2)c2ccccc2)n1	0.7	11.0	9.0	4.2	8.0	-8.6	10.8	0.6	0.2
COC(=O)c1ccc(NC(=O)CN2C(=O)CCC2=O)cc1	-1.4	-23.9	.	-0.9	-4.3	-4.9	-13.2	-80.4	2.4
CCN(CC(=O)N1CCN(C)CC1)S(=O)(=O)c1ccc(Cl)cc1	-2.0	1.9	2.8	13.2	-4.1	6.8	-2.0	-32.1	-1.0
O=C(CC1Nc2ccccc2NC1=O)NCC1COc2ccccc2O1 (centres undefined)	3.1	-0.9	-7.4	-12.0	-0.4	-2.4	-8.8	-19.4	3.2
O=c1c2cnn(-c3ccccc3)c2ncn1Cc1ccccc1	2.7	-31.4	10.6	3.2	-23.4	-11.7	-17.5	-215.9	23.4
CN(CCC#N)C(=O)Cn1nc(Cc2ccncc2)c2ccccc2c1=O	12.2	-5.3	6.8	-4.4	2.8	2.1	-13.4	-38.6	16.4
Cc1oc(CC(C)C)c(CN2CCCC2)c1C(=O)O	-0.8	2.2	11.2	10.7	5.0	2.3	9.0	11.6	-1.1
CC1(C)CC(=O)C=C(NCc2ccco2)C1	1.2	12.6	6.7	16.2	1.0	-1.0	7.3	9.1	9.6
CCN(CC)Cc1c(O)ccc2c(-c3ccccc3)cc(=O)oc12	-0.6	3.4	-4.1	22.7	-3.8	-6.3	-1.7	-5.6	-9.2
Cc1ccc(CNC(=O)CCCn2c(=O)c3ccccc3n(CC(=O)NCc3ccco3)c2=O)cc1	6.0	-18.4	2.8	-16.3	15.4	1.0	-13.8	-69.0	-1.2
c1cncc(-c2cccnc2)c1	1.0	7.5	9.5	6.2	10.6	2.2	8.1	-15.8	15.4
Cc1cc(Cl)c(S(=O)(=O)Nc2ccccn2)cc1OCC(N)=O	0.1	0.8	9.7	-1.9	13.6	3.3	9.9	-4.9	15.4
COc1ccc(-c2cc(C(F)(F)F)nc(N3CCN(c4ccccc4)CC3)n2)cc1OC	0.1	5.5	5.5	4.1	-0.4	-0.5	1.1	-1.5	8.0
Cc1ccc(C)n1-c1ccc(-c2nnc3n2CCCCC3)s1	5.9	5.5	-0.1	12.8	-3.9	0.1	0.3	-21.9	2.6
COc1ccc(C)cc1S(=O)(=O)N(CC(=O)O)c1ccccc1	2.4	5.6	-2.1	12.8	5.9	-0.9	0.7	-18.2	2.0
CCC(Oc1ccccc1)C(=O)N1CC(C)CC(C)C1 (centres undefined)	-5.6	6.4	-1.0	18.6	-14.2	5.2	-3.6	-5.2	-8.3
CS(=O)(=O)N(CC(=O)N1CCOCC1)c1ccc2c3c(cccc13)CC2	-0.1	-5.6	-2.0	-7.8	-1.1	-3.8	-8.9	-41.2	11.8
O=C(c1oc2ccccc2c1N1CCCCC1)N1CCCCC1	-1.1	3.0	3.7	2.7	1.7	41.3	-2.5	2.8	-21.0
CCOC(=O)c1[nH]c(C)c(C(=O)NC2CCN(C(=O)OCC)CC2)c1C	6.1	1.1	12.2	2.3	9.6	-0.4	9.1	7.3	19.3
Cc1ccc(-n2c(C)cc(C(=O)OCC(=O)N(C)C3CCS(=O)(=O)C3)c2C)cc1 (centres undefined)	1.3	4.9	8.7	10.0	14.7	6.3	1.0	4.4	10.3
COC(=O)CS(=O)(=O)c1cc(Br)cc2c1N(C(C)=O)CC2	-2.3	-0.9	4.8	-6.4	7.3	-8.9	2.8	5.5	6.1
O=C(N=C1SCC(=O)N1c1ccccc1Cl)c1ccco1	-1.3	2.9	6.2	9.9	-3.3	3.2	1.2	-1.5	-2.5
O=C1CC(c2nc3ccccc3[nH]2)CN1c1ccccc1F (centres undefined)	0.7	6.4	1.9	10.8	30.3	1.0	6.1	12.4	.

Of the compounds above, two have an NH in an aromatic ring:
SMILES	CatB block	FXIa inh mix	E coli RNAP	AP complement	CatS block	CatB mixtures	CatG inh	C1s block	CatL block
CCOC(=O)c1[nH]c(C)c(C(=O)NC2CCN(C(=O)OCC)CC2)c1C	6.1	1.1	12.2	2.3	9.6	-0.4	9.1	7.3	19.3
O=C1CC(c2nc3ccccc3[nH]2)CN1c1ccccc1F (centres undefined)	0.7	6.4	1.9	10.8	30.3	1.0	6.1	12.4	.

Further records:
SMILES	CatB block	FXIa inh mix	E coli RNAP	AP complement	CatS block	CatB mixtures	CatG inh	C1s block	CatL block
c1ccc2c(c1)nc(NCCN1CCOCC1)c1nncn12	-2.6	16.7	9.3	8.2	3.3	2.9	7.5	15.1	18.7
CSCCC(NC(=O)c1ccc(=O)n(C)n1)c1nc2ccccc2[nH]1 (centres undefined)	6.4	5.0	5.5	0.6	14.1	-2.1	17.9	17.4	17.3
Cc1nc2scc(-c3cccs3)c2c(=O)o1	3.9	6.4	8.3	-1.6	4.0	-2.3	25.7*	29.5*	8.0
O=C(CSc1nnc(CNc2ccc(F)cc2)n1Cc1ccco1)NC1CC1	4.1	-0.1	4.8	19.3	-0.5	7.9	0.3	-29.8	3.1
CC(=O)NC1CC2CCCC(C1)N2CC(=O)NCc1ccc(F)cc1 (centres undefined)	1.9	5.5	2.0	18.9	-2.9	2.7	7.8	5.6	-4.0
COc1ccc(S(=O)(=O)Cc2ccc(C(=O)NC(C)C)o2)cc1	-2.2	4.8	5.8	14.8	-2.3	0.0	-1.8	-0.6	0.0
COC(=O)c1cc(Cc2ccc(N)c(C(=O)OC)c2)ccc1N	-5.8	-13.8	-3.3	8.0	6.6	-0.3	6.4	-15.5	-94.1
COc1ccc(CCNC(=O)CSc2ncnc3c2oc2ccccc23)cc1OC	6.2	6.5	3.8	1.0	-2.5	-0.2	7.1	-0.4	9.2
COc1ccc(N2CCN(Cc3nc(N)nc(Nc4ccccc4OC)n3)CC2)cc1	1.5	-0.4	8.5	8.6	5.6	-4.0	10.7	4.3	34.8
CCOC(=O)c1oc2ccc(Br)cc2c1NC(=O)CN1CCN(C)CC1	2.7	15.5	7.6	3.9	18.1	8.5	0.4	1.4	8.5
O=C(Nc1ccccc1)OC1C2CCC1C(N1CCCCC1)CC2 (centres undefined)	1.5	1.7	3.9	-10.2	4.3	-5.1	-3.5	-54.9	11.8
CC(=O)c1cc(C#N)c(SCC(=O)OC(C)(C)C)nc1C	4.4	3.4	-5.5	25.3	-0.6	-1.0	-4.8	-2.9	5.1
CCCCC12CN3CC(C)(CN(C1)C31C(=O)N(C)c3ccc(C)cc31)C2=O (centres undefined)	8.4	2.5	1.8	-12.3	9.0	2.9	-4.8	-16.8	14.9
O=C(CCN1CCCCCC1)Nc1ccc(F)cc1	0.3	3.7	10.5	-2.0	-1.8	0.5	7.8	8.5	4.8
COc1ccc(Cc2nnc3c4cnn(C)c4ncn23)cc1	-1.4	3.0	4.8	16.0	-3.5	6.1	0.4	-11.2	-5.2
Cc1ccc2c(c1)N(C(=O)CCC(=O)N1CCc3ccccc3C1)CCO2	2.9	-8.7	3.2	8.9	-12.7	-7.1	-15.1	-99.2	-8.7
CC(=O)C1=C(O)C(=O)N(C)C1c1ccccc1F (centres undefined)	3.8	6.8	8.3	12.0	-1.2	0.2	7.1	11.3	-5.0
Cc1nnc(NC(=O)CSc2nnc(Cc3cccn3C)n2C)s1	-1.9	5.0	14.8	6.2	6.9	2.3	1.3	-1.5	21.6
O=C(CSc1nnc(Cc2cc(=O)[nH]c(=O)[nH]2)n1-c1ccc(Cl)cc1)NC1CCCC1	-1.6	-6.8	5.3	9.8	2.1	-2.2	-0.6	-1.5	.
Cn1c(SCC(=O)N2CCc3ccccc32)nc2cccnc21	-0.8	4.8	4.0	-4.4	-0.6	5.5	0.5	3.3	-6.5
Cc1cc(C(=O)COc2ccc3ccc(=O)oc3c2)c(C)n1Cc1cccs1	1.1	-0.8	-39.5	22.8	-19.9	1.6	0.0	-24.7	-21.9
C=CCN1C(=O)C2(C(C#N)=C(N)Oc3n[nH]c(CCC)c32)c2ccccc21 (centres undefined)	-2.4	5.8	13.9	1.8	23.0	7.3	0.2	-27.0	-1.0
Cn1c(=O)c2c(nc(CN3CCN(c4ccccc4)CC3)n2Cc2ccccc2Cl)n(C)c1=O	2.4	3.0	8.6	-4.9	10.7	6.2	13.0	11.2	19.5
COc1ccc(C)cc1-n1nnnc1SCc1csc(C)n1	0.1	6.3	.	6.4	-5.0	4.1	-3.3	1.7	-1.5
Cc1ccc(-c2[nH]nc3c2C(c2cccnc2)C(C#N)=C(N)O3)cc1 (centres undefined)	2.3	1.9	5.1	17.4	-2.0	0.8	6.0	0.3	-1.5
Cc1cc(C2C(=O)CC(=O)CC2c2ccccc2)on1 (centres undefined)	-4.1	-5.7	6.5	-3.1	7.5	-0.9	1.9	4.6	8.9
CCC1Oc2ccc(C)cc2N(CC(=O)N2CCN(c3ccc(F)cc3)CC2)C1=O (centres undefined)	-1.9	-0.3	4.0	15.8	11.1	-1.6	-5.4	-14.5	19.7
CCOc1ccccc1NC(=O)C1CCCN(C(=O)NCc2ccccc2)C1 (centres undefined)	1.3	5.0	4.7	2.6	-5.0	2.3	10.8	8.6	8.9
O=C(Oc1cccc2cccnc12)c1cccs1	0.2	6.2	11.7	0.6	15.9	4.5	11.6	14.7	12.4
Cc1cccc2c(=O)c(C(=O)N3CCCCCC3)c[nH]c12	6.0	2.6	10.1	10.2	2.6	3.6	8.9	10.2	10.6

Some of the compounds tested (hit frequency here may not be typical).
